# Compound activity from PubChem.
# POLH inh: qHTS for Inhibitors of Polymerase Eta; DNA polymerase eta (Homo sapiens), Q9Y253; recombinant Pol eta, fluorescent DNA replication assay; Potency, µM (highest dose often 114 µM), for the others: at the highest dose activity change, negative = inhibition, usual class: inhibitors; actives 1.2% (n = 390,000); AID 588591, 2011; note: potency is the fitted concentration of half-maximal effect; % is set by controls: 0 for no effect and ±100 for the full control effect
#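 Pol eta (10 nM) was preincubated with compounds for 15 min at room temperature, after which fluorescent replication substrate (50 nM final) was added to start the reaction. Fluorescence was read kinetically at 0 and 10 min.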
# Tb PGK inh: qHTS Assay to Find Inhibitors of Phosphoglycerate Kinase. Phosphoglycerate kinase, glycosomal (Trypanosoma brucei brucei), P07378. PGK/GAPDH coupled, Kinase-Glo luminescence, 60 min. actives 0.043% (n = 380,000). AID 602233, 2012. Potency, µM (doses to about 57.5 µM), without a hit: at the top dose activity change, negative = inhibition, actives largely listed as inhibitors; note: potency is the fitted concentration of half-maximal effect; % is set by controls: 0 for no effect and ±100 for the full control effect; nearly all actives have a fitted effect of over 60% in size
#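 Recombinant glycosomal PGK reaction used 1,3-bisphosphoglycerate generated in-well by GAPDH (100nM final) in 100mM TEA pH 7.6, 5mM MgCl2, 0.01% Tween-20. After 60 minutes at room temperature, ATP was read by Kinase-Glo Plus luminescence end-point.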
# RXFP1 antag: qHTS Assay for Antagonists of the Relaxin Receptor RXFP1; HEK293-RXFP1, relaxin-stimulated cAMP HTRF, 30 min; active compounds read low; AID 1259400, 2018; activity change, negative = inhibition, % at 57.5 µM; actives 0.59% (n = 350,000);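 active = activity change of -60% or lower, but not beyond a set lower limit; inconclusive = change between -60% and -40%, or beyond the set limit; inactive = change above -40%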; note: % is set by controls: 0 for no effect and ±100 for the full control effect
# BLM inh: qHTS Assay for Inhibitors of Bloom's syndrome helicase (BLM). recombinant BLM DNA unwinding, fluorescence dequenching. Potency, µM (doses to about 56.1 µM), for the others: top-dose activity change, negative = inhibition, usual class: inhibitors. RecQ-like DNA helicase BLM (Homo sapiens), P54132. AID 2528, 2010. actives 0.2% (n = 350,000);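 note: potency is the fitted concentration of half-maximal effect; plate controls were vehicle for no effect and no enzyme for full effect; nearly all actives have a fitted effect of over 35% in size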
# POLB inh: qHTS Assay for Inhibitors of DNA Polymerase Beta. actives 1.3% (n = 340,000). Pol beta primer extension/strand displacement, fluorescence kinetic. Potency, µM (series often up to 114 µM), for the others: at the top dose activity change, negative = inhibition, actives largely listed as inhibitors. P06746; note: potency is the fitted concentration of half-maximal effect; % is set by controls: 0 for no effect and ±100 for the full control effect
#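 Pol beta (10 nM) was preincubated with compound for 15 min at room temperature. The reaction was then started with 50 nM substrate and read immediately and after a further 10 min at room temperature.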
# POLK inh: qHTS for Inhibitors of Polymerase Kappa; Potency, µM (doses to about 107 µM), for inactives: top-dose activity, negative = inhibition, actives largely listed as inhibitors; purified Pol kappa, fluorescent DNA synthesis assay, 10 min; AID 588579, 2011; actives 0.53% (n = 400,000); DNA polymerase kappa (Homo sapiens), Q9UBT6; note: potency is the fitted concentration of half-maximal effect; % is set by controls: 0 for no effect and ±100 for the full control effect
# Target sequence (Q9UBT6 whole entry, looked up): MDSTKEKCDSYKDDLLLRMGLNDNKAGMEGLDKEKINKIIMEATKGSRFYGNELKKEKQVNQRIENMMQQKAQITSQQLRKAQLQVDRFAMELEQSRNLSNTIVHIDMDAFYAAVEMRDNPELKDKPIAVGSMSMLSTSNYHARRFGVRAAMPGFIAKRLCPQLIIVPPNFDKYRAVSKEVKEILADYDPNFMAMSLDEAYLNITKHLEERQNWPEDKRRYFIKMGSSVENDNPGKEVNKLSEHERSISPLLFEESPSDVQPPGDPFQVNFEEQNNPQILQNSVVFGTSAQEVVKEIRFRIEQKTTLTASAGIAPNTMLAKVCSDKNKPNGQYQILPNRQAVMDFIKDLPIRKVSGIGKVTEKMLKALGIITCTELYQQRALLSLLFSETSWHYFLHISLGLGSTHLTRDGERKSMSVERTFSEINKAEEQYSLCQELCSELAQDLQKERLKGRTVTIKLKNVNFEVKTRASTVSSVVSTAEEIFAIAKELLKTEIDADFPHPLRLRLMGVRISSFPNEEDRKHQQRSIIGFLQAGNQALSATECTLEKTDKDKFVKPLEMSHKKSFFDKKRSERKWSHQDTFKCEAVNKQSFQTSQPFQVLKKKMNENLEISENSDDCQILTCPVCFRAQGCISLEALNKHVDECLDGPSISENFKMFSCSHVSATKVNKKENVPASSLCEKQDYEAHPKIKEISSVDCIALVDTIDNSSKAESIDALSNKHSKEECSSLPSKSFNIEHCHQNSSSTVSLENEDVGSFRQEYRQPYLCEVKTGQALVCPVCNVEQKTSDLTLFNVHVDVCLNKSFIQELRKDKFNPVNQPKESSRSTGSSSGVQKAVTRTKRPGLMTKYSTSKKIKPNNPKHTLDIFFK
#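 10 nM Pol kappa preincubated 15 min at room temperature with compounds, then reaction started with substrate at 50 nM final. Fluorescence read kinetically at 0 and 10 min; buffer-only wells served as negative control.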
# APE1 inh: qHTS Assay for Inhibitors of the Human Apurinic/apyrimidinic Endonuclease 1 (APE1); recombinant APE1, TAMRA/BHQ-2 abasic DNA cleavage fluorescence; Potency, µM (series often up to 65.8 µM), without a hit: at the top dose activity change, negative = inhibition, hits mostly inhibitors; actives 0.35% (n = 350,000); AID 2517, 2012;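 note: potency is the fitted concentration of half-maximal effect; plate controls were vehicle for no effect and reference inhibitor for full effect; nearly all actives have a fitted effect of over 55% in size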
#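 Quantitative HTS: incision of a TAMRA/BHQ-2 double-stranded substrate bearing a tetrahydrofuran abasic site by 0.75 nM APE1 raises fluorescence. Substrate 50 nM final, added after 15 min compound preincubation at room temperature; progress as third-minus-first kinetic read difference.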
# Apoferritin bind: qHTS Assay for Identification of Novel General Anesthetics; Ferritin light chain (Equus caballus), P02791; apoferritin/1-aminoanthracene competitive binding, fluorescence; Potency, µM (highest dose often 77.5 µM), for inactives: at the highest dose activity change, negative = displacement, actives largely listed as inhibitors; actives 0.074% (n = 350,000); note: potency is the fitted concentration of half-maximal effect; % is set by controls: 0 for no effect and ±100 for the full control effect; nearly all actives have a fitted effect of over 20% in size
# Target sequence (P02791 2-175 limits assumed): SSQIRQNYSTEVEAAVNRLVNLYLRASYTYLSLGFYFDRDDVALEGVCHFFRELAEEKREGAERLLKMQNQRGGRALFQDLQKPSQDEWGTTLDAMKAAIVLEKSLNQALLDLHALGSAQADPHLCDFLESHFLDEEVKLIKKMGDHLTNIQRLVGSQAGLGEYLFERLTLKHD
#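 Apoferritin-based anesthetic binding model; compound displacement of fluorescent 1-AMA measured as endpoint fluorescence after 10 minutes at room temperature, scaled to free-ligand and complex controls.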
# POLI inh: qHTS for Inhibitors of Polymerase Iota; Pol iota fluorescent replication assay, 10 min; Potency, µM (titrated, usually from 115 µM), for the others: at the highest dose activity, negative = inhibition, hits mostly inhibitors; actives 1% (n = 390,000); DNA polymerase iota (Homo sapiens), Q9UNA4; AID 588590, 2011; note: potency is the fitted concentration of half-maximal effect
#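 Fluorescent replication assay read twice, at 0 min and 10 min after adding 50 nM (final) substrate. Enzyme (10 nM) and compounds were first incubated 15 min at room temperature; enzyme-free buffer wells were negative controls.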
# * marks the source's active call; other numbers are inactive results; i = inactive; ? = inconclusive; · = no result given; & = joins results of further samples; [ ] = another dose, or the depositor's remark. Unless noted, calls come from the whole dose curve; as a rule, active = well fitted curve in the direction sought with a large enough effect; inconclusive = small, poorly fitted or top-dose-only effect, or another doubt; inactive = no such curve, though single readings can be large; an effect the other way counts as inactive or inconclusive. Not all compounds are listed (hit frequency here may not be typical).
# Preview:
SMILES,POLH inh,Tb PGK inh,RXFP1 antag,BLM inh,POLB inh,POLK inh,APE1 inh,Apoferritin bind,POLI inh
NC(Cc1ccc(N(CCCl)CCCl)cc1)C(=O)O (centres undefined),-2%[57.1 µM],·,·,-15%,-10%[57.1 µM],0%[60.1 µM],-3%&-1%,·,-13%[58.9 µM]
O=c1c2ccccc2nc(/C=C\c2ccccc2F)n1-c1ccc(O)cc1,-13%,7%,-7,-4%,17%,-12%[60.1 µM],·,151%[activator],?

# The whole of this part, previewed entries included:
SMILES,POLH inh,Tb PGK inh,RXFP1 antag,BLM inh,POLB inh,POLK inh,APE1 inh,Apoferritin bind,POLI inh
NC(Cc1ccc(N(CCCl)CCCl)cc1)C(=O)O (centres undefined),-2%[57.1 µM],·,·,-15%,-10%[57.1 µM],0%[60.1 µM],-3%&-1%,·,-13%[58.9 µM]
O=c1c2ccccc2nc(/C=C\c2ccccc2F)n1-c1ccc(O)cc1,-13%,7%,-7,-4%,17%,-12%[60.1 µM],·,151%[activator],?
CCOC(=O)c1cccc([P+](=O)O)c1,?,0%,-8,-9%,23%,6%,0%,3%,-12%
COc1cc(CC2(CCc3ccncc3)C(=O)N(C)C(=O)N(C)C2=O)cc(OC)c1OC,-7%,i,2,-2%,?,-3%,4%,-6%,-10%
COc1ccccc1/C=C1/C(=N/O)C2CCN1CC2,-15%,-10%,-7,0%,0%,-2%,-5%,?,-11%
CCN(CC)CCOC(=O)C(O)(c1ccccc1)c1ccccc1,2%,i,16,-3%&-9%&3%,37%[activator],-8%,?,-10%&2%&-1%,-13%
CC(C)CCNC(=O)CN1C(=O)CN=C(c2ccccc2)c2ccccc21,0%,-9%,-4,-2%,18%,-11%,3%,6%,1%
O=C(CCC(=O)Nc1ccccc1Cl)N/N=C/c1ccccc1,-13%,-6%,-4,-1%,?,3%,2%,?,11%
C[C@H](CCC(=O)O)C[C@H](C)C[C@H](C)C(=O)/C=C(\O)[C@H](C)C[C@H](C)C/C=C/[C@@H](C)[C@@H](O)[C@@H](C)[C@@H](O)C[C@@H]1CC[C@@](C)(C2CC[C@@](C)([C@@H](C)O)O2)O1 (some centres undefined),·,·,·,-16%,·,-7%[60.1 µM],-5%,?,·
Cc1cc(OCc2ccc([N+](=O)[O-])cc2)c2c3c(c(=O)oc2c1)CCCC3,-14%,-4%,-27,-6%,30%,-6%,12%,-10%,75%[activator]
CCCCn1c(O)c(C=NCc2ccc3c(c2)OCO3)c(=O)[nH]c1=O,-10%,-6%,-2,-5%,7%,-7%,3%,-7%,-2%[58.9 µM]
Cc1cc(C)c(C(=O)N2CCC3(CC2)OCCO3)c(C)c1,-17%,-7%,1,0%,58%,-11%,-4%,-5%,85%[activator]
CN(C)CC1CSCCC1(O)c1ccc(Cl)cc1 (centres undefined),9%,0%,-1,-3%,-17%,-8%,?,-7%,5%
C/C(=N\N1CCCCC1c1cccnc1)c1c(O)n(C2CCCCC2)c(=S)[nH]c1=O (centres undefined),-26%,-1%,-4,-13%,20%,-9%,2%,-19%,?
CCOc1cc(C=C2C(=O)NC(=O)NC2=O)ccc1OS(=O)(=O)c1ccccc1,-8%,5%,-3,-4%,8%,-27%,-5%,?,-63%
COc1ccc(/C=C2/C(=O)NC(=O)N(c3ccc(C)c(C)c3)C2=O)cc1CN1C(=O)c2ccccc2C1=O,-8%,-7%,8,-4%,-14%,-12%,0%,?,142%[activator]
COc1ccc(/C=C2/C(=O)NC(=O)N(c3ccccc3)C2=O)cc1CN1C(=O)c2ccccc2C1=O,-4%,3%,3,-3%,11%,-2%,5%,-14%,-2%
CCCCCCn1c(O)c(C=NCCN2CCOCC2)c(=O)[nH]c1=O,-8%,-15%,6,3%,51%,-23%,3%,-18%,-9%
CC(=O)C1CCC2C3CCC4=CC(=O)CC[C@@]4(C)C3CC[C@]12C (some centres undefined),·,·,·,-5%,·,-4%[60.1 µM],-3%,-18%,·
CCOP(=O)(NC(C)C)Oc1ccc(SC)c(C)c1 (centres undefined),-11%,4%,0&-16,·,·,-8%,26%,·,2%
O=c1[nH]c(=S)n(C2CC2)c(O)c1C=NCc1ccc(F)cc1,2%,9%,3,5%,?,-18%,-2%,-10%,66%
NC(=O)c1cn(C2CCCCC2)c2ccccc2c1=O,-3%,-2%,-3,-1%,0%,4%,3%,-4%,18%
CC(Cc1ccccc1)NCCC(=O)NC(C)Cc1ccccc1 (centres undefined),-20%,·,-1,-1%,56%,-1%,3%,4%,-6%
c1ccc(-c2ccc(-c3[nH]ncc3CN3CCC(N4CCSCC4)CC3)cc2)cc1,-7%,-7%,1,-1%,43%[activator],-4%,17%,-12%,-11%
COCCCNC(=O)c1c(N)n(Cc2ccco2)c2nc3ccccc3nc12,26%,-3%,-4,-23%,7%,-8%,14%,375%[activator],108%[activator]
CCC1(C)CC(CCNCc2ccc(N(C)C)cc2)(c2ccc(F)cc2)CCO1 (centres undefined),-2%,5%,-16,2%,15%,-16%,18%,-2%,15%
COC(=O)C1=C(c2ccccc2OCc2ccccc2)C[C@@H]2CC[C@H]1N2C(=O)NCCN1CCOCC1,-8%,i,·,·,·,4%,31%,·,32%[activator]
c1ccc2c(c1)CN1CCCC1=N2,5%,2%,24,-1%&-7%&-2%,1%,-6%,3%&-7%&-3%,?,-10%
O=C(NC(Cc1cnc[nH]1)C(=O)O)c1ccccc1 (centres undefined),-6%,-1%,3,2%,27%,6%,0%,-1%,9%
COc1ccc(O)c(CN2CCCC(C(=O)c3sccc3C)C2)c1 (centres undefined),-17%,-3%,-6,2%,2%,-22%,4%,-18%,126%[activator]

# Whole records from above. Order of values: POLH inh, Tb PGK inh, RXFP1 antag, BLM inh, POLB inh, POLK inh, APE1 inh, Apoferritin bind, POLI inh
# `O=C(NC(Cc1cnc[nH]1)C(=O)O)c1ccccc1` (centres undefined) in the list: -6%, -1%, 3, 2%, 27%, 6%, 0%, -1%, 9%
# `CCC1(C)CC(CCNCc2ccc(N(C)C)cc2)(c2ccc(F)cc2)CCO1` (centres undefined) in the list: -2%, 5%, -16, 2%, 15%, -16%, 18%, -2%, 15%

# Next part.
SMILES,POLH inh,Tb PGK inh,RXFP1 antag,BLM inh,POLB inh,POLK inh,APE1 inh,Apoferritin bind,POLI inh
O=C(c1cc(F)ccc1F)C1CCCN(Cc2ccc3nonc3c2)C1 (centres undefined),-13%,12%,-39,-6%,3%,-10%,-2%,-14%,107%[activator]
CCOc1ccc(CN(CCc2ccc3c(c2)OCO3)Cc2ccc(C)cc2)cc1,-27%,-2%,-18,-5%,13%,-14%,·,51%[activator],-1%
COc1cccc(C2=NOC(C(=O)N3CCC4(CC3)OCCO4)C2)c1 (centres undefined),-9%,-13%,-10,2%,29%,0%,-2%,-4%,12%
COc1ccc(/C=C2\C(=N\O)C3CCN2CC3)cc1,-3%,3%,1,-8%,14%,-11%,3%,-7%,17%
Cc1nn(Cc2ccccc2)c(C)c1C(=O)OCC(=O)Nc1ccccc1SCC#N,3%,0%,-5,-4%,-2%,1%,-4%,?,9%
CC(C)(C)c1ccc(-c2c(C(=O)O)c(C(=O)O)c3n2CSC3)cc1,?,-10%,-4,-3%,1%,-11%,3%,3%,?
CC1C2Cc3ccc(O)cc3[C@]1(C)CCN2CCc1ccccc1 (some centres undefined),1%,-3%,·,·,·,-4%,36%,·,32%[activator]
C#CCOc1ccc(OC)cc1C(c1c(C)[nH][nH]c1=O)c1c(C)[nH][nH]c1=O,-2%,2%,?,-5%,8%,-10%,9%,-2%,?
O[C@@H]1CCCN2CCc3c([nH]c4ccccc34)[C@H]12,-2%,0%,15,·,·,-22%,·,·,59%[activator]
CCOc1cc2c(cc1OCC)-n1cccc1C(c1ccc(F)c(OC)c1)NC2 (centres undefined),-27%,-9%,6,-6%,2%,7%,-13%,-6%,17%
O=C1C2CCN(CC2)C12CC2c1ccc(C(F)(F)F)cc1 (centres undefined),-14%,-4%,-1,-7%,4%,1%,-1%,9%,43%[activator]
OC1(c2ccc(F)cc2)CCNC1 (centres undefined),-11%,-3%,2,-1%,3%,-7%,0%,-5%,14%
Cn1c(=O)oc2cc(S(=O)(=O)N3CCc4ccccc43)ccc21,?,-1%,13,-9%,1%,-2%,-2%,0%,22%
CN1CC[C@]2(C)c3cc(O)ccc3N(C)[C@@H]12,·,·,·,-11%[21.4 µM],·,-3%[12 µM],-1%[21 µM],4%[29.3 µM],·
Fc1ccc(CNCCc2ccccc2F)cc1,-15%,i,-6,-16%,28%,-6%,10%,-7%,-1%
Cc1ccc(N2C(=O)/C(=C/N3CCN(C(=O)c4ccco4)CC3)C(=O)NC2=S)cc1C,-8%,-1%,-5,-4%,-1%,-8%,-3%,-18%,18µM*
Cn1c(O)c(C=Nc2ccccc2Sc2ccccc2)c(=O)n(C)c1=O,-17%,i,-14,2%,22%,-4%,3%,3%,2%
COC(=O)CCCC(NC(=S)N1CC2C[C@@H](C1)Cn1c2cccc1=O)C(=O)OC (some centres undefined),-16%,-3%,9,-2%,17%,-6%,28%,5%,14%
C=CCn1c(O)c(C(C)=NCc2ccc3c(c2)OCO3)c(=O)[nH]c1=O,-14%,-9%,-4,-1%,31%,2%,18%,-12%,56%[activator]
C[C@]12CCC3C(CC[C@H]4C[C@H](O)CC[C@]34C)C1C[C@H](O)[C@@H]2O (some centres undefined),-16%,i,-7,·,·,-1%,0%,·,30%
O=C1CC(N2CC=C(c3ccc(F)cc3)CC2)C(=O)N1c1ccc(F)cc1 (centres undefined),-5%,-2%,7,-7%,2%,-24%,-4%,-21%,1%
